KLK7 zymogen act – activates the human kallikrein-7 zymogen. activation, % at 7 µM. 370,000 tested, 0.9% active. P49862. purified proKLK7, EDANS-DABCYL substrate fluorescence; 100% is mature enzyme control, 0% vehicle. AID 652039;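 active = activation above the mean of all tested compounds plus 3 SD, computed per campaign excluding outliers beyond control limits, cut at about 13% in these data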
HGIII-sPLA2 inh – Inhibits HGIII-sPLA2 liposome hydrolysis, primary screen; AID 743126; Q9NZ20; inhibition, % at 12.2 µM; 370,000 tested, 0.56% active; QFRET BODIPY PC-A2 liposome hydrolysis, fluorescence;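 active = inhibition above mean plus 3 SD of compounds lying within the high and low control bounds, cut at about 19% in these data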;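 note: 0% = median of test compound wells and 100% = no enzyme DMSO wells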
GC-A act – GC-A (human) enzyme activation; HEK293 GC-A cells, cGMP TR-FRET, EC30 ANP; 0% at EC30 ANP, 100% saturating ANP; activation, % at 10 µM; 370,000 tested, 0.14% active; AID 1671463; in the data active = activation above about 40%
Target sequence (P16066 whole entry, looked up): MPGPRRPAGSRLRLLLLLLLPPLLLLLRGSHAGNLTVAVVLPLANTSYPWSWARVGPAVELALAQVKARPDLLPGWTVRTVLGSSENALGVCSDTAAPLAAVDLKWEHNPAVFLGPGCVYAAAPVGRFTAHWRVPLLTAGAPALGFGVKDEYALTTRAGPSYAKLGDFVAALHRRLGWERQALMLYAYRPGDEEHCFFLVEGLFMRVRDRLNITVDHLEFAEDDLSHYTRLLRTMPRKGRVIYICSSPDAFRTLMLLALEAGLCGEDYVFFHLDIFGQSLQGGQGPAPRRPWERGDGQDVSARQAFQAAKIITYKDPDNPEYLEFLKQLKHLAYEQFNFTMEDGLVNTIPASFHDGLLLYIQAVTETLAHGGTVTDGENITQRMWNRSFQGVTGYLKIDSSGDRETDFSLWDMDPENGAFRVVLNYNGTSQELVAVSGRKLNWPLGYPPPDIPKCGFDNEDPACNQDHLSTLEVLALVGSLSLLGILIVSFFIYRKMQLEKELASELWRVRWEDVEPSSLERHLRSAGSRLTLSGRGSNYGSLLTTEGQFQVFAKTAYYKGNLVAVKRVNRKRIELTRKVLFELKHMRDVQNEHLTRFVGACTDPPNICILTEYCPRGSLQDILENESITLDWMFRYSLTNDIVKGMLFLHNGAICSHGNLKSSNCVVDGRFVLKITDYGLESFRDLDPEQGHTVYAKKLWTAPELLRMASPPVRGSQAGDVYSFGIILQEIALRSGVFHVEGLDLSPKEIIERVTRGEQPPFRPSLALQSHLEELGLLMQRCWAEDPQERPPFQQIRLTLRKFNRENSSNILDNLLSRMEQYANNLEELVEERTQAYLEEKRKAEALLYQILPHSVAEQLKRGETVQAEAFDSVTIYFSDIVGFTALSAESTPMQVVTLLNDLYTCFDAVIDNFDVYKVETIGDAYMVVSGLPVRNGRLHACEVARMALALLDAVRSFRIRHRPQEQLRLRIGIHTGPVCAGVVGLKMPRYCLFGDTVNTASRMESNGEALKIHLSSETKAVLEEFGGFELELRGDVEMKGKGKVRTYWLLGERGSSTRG
SMARCA2 act – activators of SMARCA2 function. MG213 cells, MMTV-luciferase reporter, dexamethasone, overnight. activation, % at 9.1 µM. 370,000 tested, 1% active; in the data active = activation above about 7.8%;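 note: 0% = vehicle wells and 100% = reference activator wells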
GC-B act – GC-B (human) receptor activation. P20594. HEK293-GC-B cells, CNP EC30, cGMP TR-FRET; 0% at EC30 CNP, 100% saturating CNP. activation, % at 10 µM. 370,000 tested, 0.11% active;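 active = activation at 10 µM reaching about 35% in either raw or pattern-adjusted values, limit read from the data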
FXN GAA850 act – increases GAA850 frataxin promoter reporter activity | HEK293 lucGAA850 FXN promoter luciferase reporter, 24 h; percent of 10 µM SAHA response | activation, % at 6 µM | 360,000 tested, 0.56% active | AID 540364;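 active = activation above the average of all compounds screened plus 3 SD, cutoff fixed separately per campaign, cut at about 7.5% in these data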;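 note: 0% = DMSO wells and 100% = 10 µM SAHA wells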
ssDAF-12 act – S. stercoralis DAF-12 activation, primary screen. HEK293 ssDAF-12/GRIP1 lit1-tk-luc reporter, luminescence; % of 3 µM dafachronic acid response. activation, % at 6.8 µM. 370,000 tested, 1% active;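 active = activation above the mean over all tested compounds plus 3 SD, cut at about 0.9% in these data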;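 note: 0% = DMSO-only wells and 100% = 3 µM delta7-dafachronic acid wells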
hgDAF-12 ag – hgDAF-12 agonism, primary luciferase screen | HEK293 GAL4-hgDAF12 UAS-luciferase reporter, agonist luminescence; normalized to butyrate control | activation, % at 6.8 µM | AID 687014 | 370,000 tested, 1.8% active;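 active = activation above a cutoff set at the mean of all screened compounds plus 3 SD, cut at about 10% in these data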;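 note: 0% = DMSO wells and 100% = sodium butyrate wells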
DAX1 inh-1 – blocks DAX1 repression of SF-1 activated StAR promoter; HEK293T StAR-luciferase reporter, SF-1/DAX-1 repression relief; inhibition, % at 6.8 µM; 370,000 tested, 1.1% active; AID 652010;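 active = inhibition above the mean over all tested compounds plus 3 SD, cut at about 3.6% in these data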;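 note: 0% = DAX-1 cells with DMSO and 100% = cells lacking DAX-1 with DMSO; higher inhibition means more luminescence from relief of DAX-1 repression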
hcDAF12 agonist – H. contortus DAF-12 activation, primary screen; HEK293 hcDAF-12 lit1-tk-luc reporter, luminescence; 0% DMSO, 100% Δ7-dafachronic acid; activation, % at 6.8 µM; 370,000 tested, 1.4% active; AID 652067;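 active = activation above the mean of all tested compounds plus 3 SD, cut at about 5.5% in these data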;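 note: 100% = response to 3 µM Δ7-dafachronic acid high control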
DAX1 inh-2 – inhibitors of human orphan nuclear receptor DAX1 (NR0B1); AID 504766; P51843; inhibition, % at 6.75 µM; HEK293 Gal4-DAX1 luciferase reporter, luminescence; 340,000 tested, 0.99% active;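 active = inhibition above the mean over all tested compounds plus 3 SD, cut at about 4.2% in these data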;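 note: 0% = DAX1-transfected cells with DMSO and 100% = empty-vector control cells with DMSO; inhibition shows as a rise in luminescence from relieved DAX1 repression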
Starred values were filed as active, the others as inactive; x = no result given.

Values in the order – DAX1 inh-2 | hcDAF12 agonist | FXN GAA850 act | hgDAF-12 ag | GC-B act | ssDAF-12 act | GC-A act | DAX1 inh-1 | KLK7 zymogen act | HGIII-sPLA2 inh | SMARCA2 act
#1 CCCCNC(=O)C[C@H]1C[C@@]2(C(=O)OC)C(=C[C@H](C(C)(C)C)O[C@@H]2C)N(Cc2ccccc2)C1=O
→ x | 0.7 | x | 1.3 | -9 | -1.3 | -12 | -0.6 | -0.1 | 2 | -5
#2 COc1ccc(CCNC(=O)C2CCN(S(=O)(=O)c3ccc(OC)c(OC)c3)CC2)cc1
→ 0.3 | -1.1 | 0.8 | -0.6 | -2 | -1.2 | 4 | -1.0 | -0.1 | 1 | 0
#3 O=C(CN1CCN(C(=O)c2cccc(S(=O)(=O)N3CCCC3)c2)CC1)Nc1cccc(F)c1
→ -1.6 | -1.1 | 0.3 | -0.8 | 3 | -0.6 | 1 | -1.2 | 0.3 | -3 | 2
#4 Cc1nn(C)c(C)c1CNC(=O)Nc1ccc(Cl)cc1
→ 1.9 | 0.6 | -0.4 | 6.8 | -3 | -1.2 | 1 | 3.2 | -0.3 | 4 | 9.5*
#5 Cc1onc(-c2c(F)cccc2Cl)c1C(=O)NC1CCSC1=O (stereo unspecified)
→ 0.8 | -1.5 | 2.3 | -1.1 | 4 | -1.3 | 3 | -0.1 | 0.3 | -6 | 0
#6 Cc1cc(C)n(-c2nc(SCC(=O)O)c3c4c(sc3n2)COC(C)(C)C4)n1
→ 0.9 | -1.8 | 3.4 | 5.4 | 1 | -1.2 | -3 | 0.3 | -0.1 | -1 | 1
#7 N#Cc1sc2nc3c(c(-c4cccnc4)c2c1N)CCC3
→ 1.2 | -1.1 | -0.5 | -3.0 | 27 | -1.6 | 33 | 0.1 | -2.9 | -1 | 7
#8 Cc1ccc(S(=O)(=O)/N=C(/Nc2ccc([N+](=O)[O-])cc2[N+](=O)[O-])c2ccccc2)cc1
→ -0.7 | 0.1 | -0.3 | -1.1 | -2 | -1.3 | -1 | 0.7 | -1.0 | 12 | -4
#9 COc1cc(C(=O)NC2CCN(Cc3nnnn3Cc3cccs3)CC2)cc(OC)c1OC
→ -0.5 | -1.1 | -2.0 | -0.5 | -1 | -1.7 | 0 | -0.9 | -0.1 | 1 | -4
#10 N#CC(c1ccccc1O)N1N=C(c2ccccc2)CC1c1ccccc1 (stereo unspecified)
→ 4.0 | 9.2* | 8.2* | 7.8 | -7 | 1.6* | -7 | 1.2 | 0.2 | -4 | -1
#11 COc1ccc(-c2cc(C(=O)Nc3ccc(C)c(N)c3)c3ccccc3n2)cc1
→ 3.5 | -1.2 | 2.9 | 2.8 | 6 | -1.0 | -1 | -0.2 | -0.4 | -4 | 2
#12 Cc1ccc(C)c(Nc2nc3ccccc3[nH]2)c1
→ 0.3 | -1.4 | -2.1 | -0.8 | -7 | -1.0 | -5 | -0.2 | -0.1 | 11 | -3
#13 Cc1ccc(S(=O)(=O)NC[C@H]2O[C@@H](n3cnc4c(N)ncnc43)[C@H](O)[C@@H]2O)cc1
→ x | -0.4 | x | -3.8 | 3 | -1.2 | 3 | -0.8 | 0.6 | 6 | -6
#14 O=S(=O)(Cc1ccccc1)N(O)c1ccccc1
→ 1.3 | 2.7 | 2.4 | 1.0 | 13 | -0.7 | 16 | -0.2 | -0.6 | 4 | -2
#15 O=C1NC[C@H](Cc2ccc(O)cc2)N(C[C@@H]2CCCN2C[C@H](Cc2ccccc2)N2C[C@H](Cc3ccc(O)cc3)N(CCc3ccccc3)C(=O)C2=O)C1=O
→ x | 0.9 | x | 1.4 | 4 | -1.1 | 0 | 0.4 | 0.5 | -15 | -2
#16 CCOC(=O)c1ccc(CNC(=O)c2n[nH]c(=O)c3ccccc23)o1
→ 0.2 | -0.9 | -0.9 | -1.4 | 2 | -1.5 | 6 | -0.1 | 0.4 | -7 | 3
#17 Cc1ccc(S(=O)(=O)Cc2ccc(C(=O)N3CCCC3)o2)cc1
→ 0.1 | -1.2 | 1.4 | 0.3 | -5 | 0.3 | 0 | -0.4 | 0.7 | 10 | -1
#18 Cc1ccc(-n2c(SCC(=O)Nc3ccc(S(=O)(=O)Nc4cc(C)nc(C)n4)cc3)nnc2-c2ccc(C(C)(C)C)cc2)cc1
→ x | -2.0 | x | -0.9 | 6 | -1.4 | -4 | -1.5 | -0.4 | -60 | -4
#19 CC(C)c1ccc(OCCCN2CCC(C(O)(c3ccccc3)c3ccccc3)CC2)cc1
→ x | -1.7 | x | 0.4 | -5 | -0.7 | -5 | -0.5 | 0.7 | -24 | -5
#20 O=C(CO/N=C/c1ccccc1O)NNC(=O)c1ccccc1Cl
→ 0.0 | -1.3 | 0.5 | -1.7 | 0 | -1.4 | 1 | -0.2 | -2.7 | -2 | -2
#21 Cc1ccc(NC(=O)C(C)OC(=O)c2ccc(NC(=O)CC#N)cc2)cc1S(=O)(=O)N1CCOCC1 (stereo unspecified)
→ 0.1 | 0.1 | 0.0 | -0.3 | 2 | -0.1 | 0 | 0.5 | 1.5 | -52 | -2
#22 CC(C)OC(=O)Nc1ccc(Oc2c(F)c(F)c(F)c(F)c2F)cc1
→ 2.5 | 0.7 | 0.9 | 0.6 | -16 | -0.9 | 1 | 0.0 | -0.2 | 10 | 0
#23 Cc1ccc(-c2cc3nc(NCCc4ccncc4)n(C)c(=O)c3s2)cc1
→ x | 1.4 | 5.0 | 10 | -10 | -0.5 | 3 | 4.0* | 0.2 | -26 | 0
#24 Cc1ccccc1C(=O)NC1CCN(CC(=O)NCc2ccccc2)CC1
→ -0.1 | 0.2 | -1.2 | 2.0 | -3 | -0.6 | 1 | -0.1 | 0.6 | -3 | 0
#25 COc1ccc(CCN(Cc2cccs2)S(=O)(=O)c2ccc(C)c(C)c2)cc1OC
→ x | -5.8 | x | 0.0 | 1 | -2.0 | 1 | -3.0 | 0.8 | -19 | -4
#26 COc1cccc(C(=O)NC2=NCCS2)c1
→ 1.9 | 4.9 | 3.0 | 11* | -1 | 0.8 | 1 | 3.0 | 0.1 | 5 | 3
#27 NC1=NC(=O)C(Cc2cccc(Cl)c2Cl)S1 (stereo unspecified)
→ -1.4 | -0.8 | 0.3 | 0.7 | 2 | -0.7 | -4 | 0.3 | 1.6 | -4 | 2
#28 Cc1ccc(NC(=O)Cc2nnc(SCC(=O)c3ccc(Br)cc3)n2C)cc1
→ -0.7 | 1.5 | -4.3 | -2.0 | 2 | -0.8 | 6 | 0.7 | 0.4 | -36 | -4
#29 O=C(Nc1c(Cl)cccc1Cl)c1cc(-c2ccco2)on1
→ 1.5 | -1.0 | 0.6 | 1.0 | 4 | -1.2 | 9 | 0.4 | 0.0 | 6 | -2
#30 Cn1cc(Br)c(C(=O)NC(=S)Nc2ccc(S(N)(=O)=O)cc2)n1
→ 0.1 | -0.1 | 2.1 | 0.8 | -2 | -0.2 | -5 | -0.2 | 0.1 | 14 | 5
#31 C[C@@]12C(=O)N(CC3CCCO3)CC(=O)N1[C@H]1c3cc(Cl)ccc3OC[C@@H]1[C@@H]2c1ccccc1 (stereo partly specified)
→ -0.8 | -1.3 | 6.9 | -1.8 | -8 | -1.1 | -9 | 0.7 | 0.3 | -9 | -1
#32 CC(NC(=O)CCCCCCN1C(=O)c2ccccc2C1=O)c1ccc2c(c1)CCCC2 (stereo unspecified)
→ -0.1 | 4.2 | 1.5 | -1.4 | 2 | 0.1 | -1 | -0.6 | 0.0 | 2 | -3
#33 CCCCOCCCNC(=O)C[C@H]1C[C@@]2(C(=O)OC)C(=C[C@H](C(C)C)O[C@@H]2C2CC2)N(Cc2cccc3ccccc23)C1=O
→ x | -2.9 | x | 1.3 | 1 | -1.4 | -8 | -0.3 | 0.9 | -8 | -6
#34 CSc1ccc(NC(=O)Nc2cccn(Cc3ccccc3F)c2=O)cc1
→ -3.2 | -3.0 | -1.6 | -2.3 | 6 | -2.2 | 1 | -2.0 | -0.1 | -4 | -6
#35 O=c1[nH]c(C2CCN(S(=O)(=O)c3ccc(C(F)(F)F)cc3)CC2)nc2c1nnn2Cc1ccccc1
→ -0.5 | 0.3 | -0.5 | 2.9 | -3 | -0.7 | 5 | 0.5 | 0.3 | 7 | -3
#36 CCCc1nc(N2CCCC2)c(C#N)c2c1CCCC2
→ 0.7 | -1.7 | -0.6 | -2.5 | 0 | -1.0 | 1 | 0.2 | -1.6 | 5 | -1
#37 CCOC(=O)C1CCCN(C(=O)c2c(-c3ccccc3Cl)noc2C)C1 (stereo unspecified)
→ -0.5 | -2.1 | 2.6 | -0.9 | -4 | -0.3 | -7 | -0.1 | -0.3 | 6 | -6
#38 Cn1c(N)c(C(=O)CSc2n[nH]c(N)n2)c(=O)n(C)c1=O
→ 0.0 | 0.2 | 0.2 | -1.2 | -3 | -0.1 | 2 | 0.0 | 0.4 | 8 | -3
#39 CN(C)C(CNC(=O)c1cccs1)c1ccco1 (stereo unspecified)
→ 0.1 | -1.0 | 1.4 | 1.1 | 0 | -1.3 | 3 | 1.8 | -1.1 | 12 | -2
#40 Cc1ccc(S(=O)(=O)Nc2nccs2)cc1[N+](=O)[O-]
→ x | -1.4 | 1.0 | -1.5 | 1 | -1.5 | 0 | 0.0 | -0.6 | -9 | 0
#41 Fc1cccc(-c2cc3nc4c(c(NCc5ccco5)n3n2)CCCC4)c1
→ 2.6 | 3.0 | 5.7 | 11* | x | -0.4 | x | 4.2* | -2.6 | -11 | 8.4*
#42 CCNC(=S)N(Cc1ccco1)Cc1cc2cc(OCC)ccc2[nH]c1=O
→ 0.1 | -1.3 | 4.8 | -0.7 | -5 | -1.8 | -19 | -0.4 | -1.4 | -5 | -3
#43 COc1ccccc1C(=O)Nc1ccc(C(=O)N2CCCCC2)cc1
→ 0.7 | -1.5 | 3.3 | 0.2 | 3 | -0.7 | 3 | -0.4 | -0.2 | 3 | -2
#44 Cn1c(C(=O)NCC2CCCO2)cc2c(=O)n(C)c3ccccc3c21 (stereo unspecified)
→ 1.1 | -1.0 | -0.7 | -3.1 | 0 | -1.1 | 6 | -0.8 | -0.4 | 6 | -1
#45 Nc1nc(C23CC4CC(CC(Cl)(C4)C2)C3)cs1
→ 0.7 | -0.2 | 1.5 | 0.0 | -2 | -1.2 | -3 | 0.0 | 0.2 | -2 | -2
#46 O=c1oc2ccccc2c(O)c1CN1CCCCC1
→ 0.8 | -1.0 | 0.9 | -0.2 | 5 | -1.3 | 2 | 0.0 | -0.1 | -2 | -2
#47 CC(NS(=O)(=O)c1ccc(NC(=O)N2CCCCC2)cc1)c1ccccc1 (stereo unspecified)
→ -0.1 | -0.5 | 2.4 | 0.3 | 0 | -1.1 | -7 | -2.8 | 0.3 | -16 | 0
#48 Cc1ccc(NC(=O)C2CCN(S(=O)(=O)c3ccc4c(c3)oc(=O)n4C)CC2)cc1
→ 0.0 | -0.8 | 1.2 | -1.9 | -4 | -1.6 | 3 | -0.4 | 0.0 | -4 | -1

Random draw from the library; about 6.7% have a hit in one of these screens.
